# HP1b binding inh: blocks HP1-beta chromodomain binding to methylated histone tails. AlphaScreen HP1-beta / biotin-H3K9me3 peptide binding. 0.56% of 390,000 active. AID 540317. Potency, µM (highest dose often 114 µM), without a hit: top-dose activity change, negative = inhibition, usual class: inhibitors. P83916; also: potency is read from the fitted curve at half-maximal effect; nearly all actives have a fitted effect of over 70% in size; inactives centre near 23
# Target sequence (P83916 whole entry, looked up): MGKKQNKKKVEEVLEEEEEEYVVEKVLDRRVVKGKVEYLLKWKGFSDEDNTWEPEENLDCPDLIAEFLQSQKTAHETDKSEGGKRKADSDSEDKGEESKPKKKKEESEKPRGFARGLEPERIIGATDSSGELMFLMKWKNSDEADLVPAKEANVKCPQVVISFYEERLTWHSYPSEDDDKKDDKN
#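 AlphaScreen: HP1-beta (50 nM) preformed 30 min with biotin-H3(1-18)K9me3 peptide (50 nM) in PBS pH 7.4, 0.01% Tween-20. Compound added for 30 min at RT, then streptavidin donor/nickel chelate acceptor beads (10 ug/mL) for 30 min.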
# PI4K2A block: blocks human PI4K2A kinase activity | Q9BTU6 | purified PI4K2A, ADP-Glo luminescence, 1 h; active compounds read low | activity change, negative = inhibition, % at 76.9 µM | 0.13% of 420,000 active; in the data active = activity change below about -50%; inconclusive = mostly about -30% to -49%;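 also: -100% = wells without enzyme as full effect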
#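 PI4K2A activity was measured by ADP-Glo luminescence: enzyme (4 ug/mL stock) and phosphatidylinositol (1.2 mM stock) in Tris pH 7.5/MgCl2/EGTA/Triton X-100 buffer were reacted with ATP (300 microM stock) for one hour at ambient temperature.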
# JMJD2A Tudor: JMJD2A Tudor domain (human) inhibition | O75164 | AlphaScreen JMJD2A-Tudor / H3K4me3 peptide binding | Potency, µM (series often up to 114 µM), inactives show top-dose activity change, negative = inhibition, hits mostly inhibitors | 4.4% of 390,000 active | AID 504339; also: potency is read from the fitted curve at half-maximal effect; % is scaled to controls: 0 for no effect and ±100 for the full control effect; nearly all actives have a fitted effect of over 50% in size
# ERG-DNA inh: inhibitors of human ERG Ets domain-DNA interaction. fluorescence polarization, His-ERG Ets domain / labelled DNA. P11308. AID 624246. Potency, µM (series often up to 76.9 µM), for inactives: at the highest dose FP activity, negative = inhibition, hits mostly inhibitors. 0.028% of 370,000 active; active = well fitted inhibition curve with a large enough effect in the polarisation, with a control signal flat; inconclusive = small, poorly fitted or top-dose-only effect, or effect the other way, or a change in a side signal; inactive = no such curve, though single readings can be large or run the other way; the % refers to the polarisation;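 also: polarization taken with two DNA probes labelled with fluorescein and Texas red; potency is read from the fitted curve at half-maximal effect; % of control where 0% means no effect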
#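 His-tagged ERG Ets domain (1 uM in the protein solution; 300mM KCl, 50mM Tris-HCl, 1mM EDTA, 1mM DTT, pH 7.5) received compound, then a probe mix of 5 nM fluorescein-DNA and 100nM Texas-615-DNA. Fluorescence polarization was read for both dyes.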
# Pin1 inh: inhibitors of human Pin1. Q13526. Pin1 FP peptide displacement, HiFluor488, 10 min. Potency, µM (titrated, usually from 115 µM), for inactives: top-dose activity, negative = inhibition, most hits filed as inhibitors. 0.009% of 390,000 active; active = well fitted inhibition curve with a large enough effect in the polarisation, with a control signal flat, not every such curve was filed as active; inconclusive = small, poorly fitted or top-dose-only effect, or effect the other way, or a change in a side signal; inactive = no such curve, though single readings can be large or run the other way; the % refers to the polarisation; also: potency is read from the fitted curve at half-maximal effect; % is scaled to controls: 0 for no effect and ±100 for the full control effect
# Target sequence (Q13526 whole entry, looked up): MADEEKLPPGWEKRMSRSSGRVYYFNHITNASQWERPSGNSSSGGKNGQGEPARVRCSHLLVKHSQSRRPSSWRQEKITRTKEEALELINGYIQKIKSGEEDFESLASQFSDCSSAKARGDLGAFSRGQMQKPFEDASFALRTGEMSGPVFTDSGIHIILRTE
# GLS inh: inhibitors of human glutaminase (GLS); O94925; GLS enzymatic activity, qHTS titration; Potency, µM (titrated, usually from 45.5 µM), inactives show at the top dose activity change, negative = inhibition, hits mostly inhibitors; 0.21% of 410,000 active; also: potency is read from the fitted curve at half-maximal effect; % is scaled to controls: 0 for no effect and ±100 for the full control effect
# Target sequence (O94925 whole entry, looked up): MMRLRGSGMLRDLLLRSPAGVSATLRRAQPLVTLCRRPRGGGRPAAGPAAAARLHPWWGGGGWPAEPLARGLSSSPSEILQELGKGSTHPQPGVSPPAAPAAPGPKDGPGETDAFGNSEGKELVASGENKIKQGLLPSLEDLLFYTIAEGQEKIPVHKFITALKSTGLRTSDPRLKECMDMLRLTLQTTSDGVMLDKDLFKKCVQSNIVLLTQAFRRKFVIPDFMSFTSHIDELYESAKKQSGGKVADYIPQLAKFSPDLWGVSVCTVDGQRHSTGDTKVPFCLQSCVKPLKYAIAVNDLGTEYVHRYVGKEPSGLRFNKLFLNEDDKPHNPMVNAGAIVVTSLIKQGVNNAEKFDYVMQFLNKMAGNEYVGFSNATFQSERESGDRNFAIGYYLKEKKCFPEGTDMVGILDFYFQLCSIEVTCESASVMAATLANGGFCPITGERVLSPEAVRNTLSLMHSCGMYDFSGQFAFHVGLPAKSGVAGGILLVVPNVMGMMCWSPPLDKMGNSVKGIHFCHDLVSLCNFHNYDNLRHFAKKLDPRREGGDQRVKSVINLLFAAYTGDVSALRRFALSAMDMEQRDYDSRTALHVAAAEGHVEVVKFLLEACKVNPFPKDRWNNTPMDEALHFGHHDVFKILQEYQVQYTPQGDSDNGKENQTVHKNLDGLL
#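 hKGA in 45 mM KH2PO4 (pH 8.2), 0.02% Tween-20 with compound, then 1mM L-Glutamine (stock as added) plus glutamate oxidase/HRP/Amplex red coupling mix. Fluorescence read initially and after 30 min at RT; signal change reflects glutamate formation.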
# G9a inh: blocks human histone lysine methyltransferase G9a; G9a H3K9 monomethylation, AlphaScreen, 2 h; AID 504332; 8.8% of 350,000 active; Potency, µM (top dose mostly 102 µM), without a hit: top-dose activity, negative = inhibition, hits mostly inhibitors; Q96KQ7; also: potency is read from the fitted curve at half-maximal effect; % is scaled to controls: 0 for no effect and ±100 for the full control effect; nearly all actives have a fitted effect of over 75% in size
#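 Chemiluminescent proximity detection of H3K9 monomethylation, read after 10 min bead incubation in the dark. Reaction: 20 nM G9a, 500 nM biotin-H3K9 peptide, 20 uM SAM cofactor, 2 h, room temperature, following 15 min enzyme-compound preincubation.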
# BAZ2B block: inhibitors of human BAZ2B bromodomain; Q9UIF8; AlphaScreen BAZ2B-H3K14Ac peptide displacement; Potency, µM (series often up to 114 µM), without a hit: at the highest dose activity change, negative = inhibition, usual class: inhibitors; 4.4% of 360,000 active; also: potency is read from the fitted curve at half-maximal effect; % is scaled to controls: 0 for no effect and ±100 for the full control effect; nearly all actives have a fitted effect of over 60% in size
#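 Inhibition is scored as reduced AlphaScreen emission. The BAZ2B/b-H3(5-23)K14Ac complex (50 nM each) in PBS pH 7.4, 0.01% Tween-20 meets compound (up to 110 uM) for 30 min at RT before bead addition.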
# PGK inhibitor: inhibitors of T. brucei phosphoglycerate kinase; P07378; PGK/GAPDH coupled, Kinase-Glo luminescence, 60 min; Potency, µM (titrated, usually from 57.5 µM), inactives show at the highest dose activity change, negative = inhibition, hits mostly inhibitors; 0.043% of 380,000 active; AID 602233; also: potency is read from the fitted curve at half-maximal effect; % is scaled to controls: 0 for no effect and ±100 for the full control effect; nearly all actives have a fitted effect of over 60% in size
#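 Recombinant glycosomal PGK reaction used 1,3-bisphosphoglycerate generated in-well by GAPDH (100nM final) in 100mM TEA pH 7.6, 5mM MgCl2, 0.01% Tween-20. After 60 minutes at room temperature, ATP was read by Kinase-Glo Plus luminescence end-point.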
# The depositor's hits bear a star; i = inactive; ? = inconclusive; nt = no result given; & = joins results of further samples; [ ] = dose if it differs, or a comment. Unless noted, calls follow the shape of the dose curve; as a rule, active = well fitted curve in the direction sought with a large enough effect; inconclusive = small, poorly fitted or top-dose-only effect, or another doubt; inactive = no such curve, though single readings can be large; an effect the other way counts as inactive or inconclusive.
structure	ERG-DNA inh	Pin1 inh	GLS inh	PI4K2A block	BAZ2B block	JMJD2A Tudor	HP1b binding inh	G9a inh	PGK inhibitor
Cc1cc(NC(=O)CSc2nccn2-c2ccc(F)cc2)no1	3%	5%	3%	-3	?	-18%	6%	-27%[12.7 µM]	-10%
CC1CCN(C(=O)COC(=O)C(C)N2C(=O)c3ccccc3C2=O)CC1 (stereo unspecified)	1%	0%	-3%	-1	10%	-15%	18%	8%[59 µM]	-1%
COc1cccc(CNCC2CCCO2)c1 (stereo unspecified)	1%	-9%	-7%	2	12%	6%	40%[activator]	3%[0.501 µM]	-6%
C#CC[N+]1(CC#Cc2ccccc2)CCCC1	-12%	-7%	-4%	3	-4%	-14%	26%	-6%[0.501 µM]	-9%
Cc1ccc(CNC(=O)CN2CCN(c3ccc(F)cc3)CC2)cc1	-19%	-3%	10%	0	6%	-10%	44%[activator]	nt	-5%
O=C(CNC(=O)c1ccccc1F)OCC(=O)N1CCCc2ccccc21	-12%	-7%	1%	10	-3%	4%	45%[activator]	9%	-6%
OCCNc1nc2ccc(Cl)cc2[nH]1	-6%	-1%	14%	-5	16%	-1%	27%	?	0%
COc1ccc(N2CCN(c3ccc(C(=O)O)cc3[N+](=O)[O-])CC2)cc1	-5%	-14%	34%[activator]	-10	?	-33%	49%[activator]	41%[0.501 µM]	3%
C=CCN(CC=C)Cc1cc(=O)n2c(-c3ccccc3)csc2n1	5%	15%	-14%	2	-12%	-22%	-19%	-2%	-12%
COC(=O)c1ccc(CN2CCCC(CO)(Cc3ccc(F)cc3F)C2)cc1 (stereo unspecified)	1%	-9%	5%	-1	-5%	-9%	20%	-14%	-8%
Cc1ccc(-c2nc(COC(=O)c3c(C)noc3C)cs2)cc1	2%	4%	-2%	-4	115%[activator]	15%	86%	148%[activator]	i
CC1(C)Cc2c(C#N)c(SCCOc3ccccc3)nc(N3CCOCC3)c2CO1	1%	?	8%	-2	-1%	-1%	31%[activator]	11%[12.7 µM]	5%
Oc1oc(-c2ccccc2)nc1/C=N/c1ccccn1	-1%	3%	1%	-5	-24%	-10%	12%	?	1%
Cc1cnn(C(=S)NCC2CCCO2)c1 (stereo unspecified)	-12%	0%	13%	12	-2%	4.5µM*	47%[activator]	32µM*	0%
Cc1csc(SCC(=O)NC(C)C2CC3CCC2C3)n1 (stereo unspecified)	0%	-4%	-1%	0	3%	-1%	28%	-1%[0.501 µM]	1%
COc1cc(NS(=O)(=O)c2cc3c(cc2C)n(C)c(=O)c(=O)n3C)cc(OC)c1	-2%	2%	3%	4	-4%	-11%	21%	0%[59 µM]	i
Cn1c(=O)[nH]c(=O)c2c1nc1n2CCCS1	-1%	5%	-4%	-5	23%	17%	22%	7%	4%
COc1cccc(/C=C/C(=O)OCC(=O)NCC2CCCO2)c1OC (stereo unspecified)	-9%	0%	3%	-3	37%[activator]	3%	21%	-9%[59 µM]	-11%
O=C(NCCc1ccc(Cl)cc1)C1CCN(S(=O)(=O)c2cccc3nonc23)CC1	-13%	8%	-1%	2	?	-6%	9%	4%	1%
Cc1cc(C(F)(F)F)nc(CCNCc2c(C(=O)N3CCCC3)nc3ccccn23)n1	3%	8%	-12%	-6	-38%	-3%	0%	17%[12.7 µM]	0%
Cc1ccc(F)cc1NC(=O)CN1C(=O)NC2(CCCc3ccccc32)C1=O (stereo unspecified)	-13%	-4%	-3%	-1	0%	-6%	21%	-16%	-8%
COCCNC(=O)/C(C#N)=C/c1ccc(SC)cc1	10%	0%	-12%	1	-3%	-15%	?	15%	-1%
Cc1nnc(Sc2nc3c(c(=O)n(C)c(=O)n3C)n2Cc2ccccc2Cl)s1	6%	10%	-2%	5	nt	-20%[57.1 µM]	41%[activator]	nt	4%
N#Cc1ccc(N2CCOCC2)nc1	0%	-5%	4%	0	2%	-19%	37%	20%	5%
O=C(NC1CC(=O)N(c2ccccc2)C1)c1cc2ccccc2o1 (stereo unspecified)	-3%	-7%	3%	-3	4%	6%	24%	-5%[59 µM]	0%
CSc1nc(Oc2cccc(C(F)(F)F)c2)cc(C(F)(F)F)n1	-4%	0%	6%	-10	39%[activator]	22%[11.4 µM]	123%	47%[59 µM]	-3%
COc1ccc(-n2c(C)c(C)c3c(NCCCN(C)C)ncnc32)cc1	-6%	-11%	23%	0	?	?	-16%	-18%	-1%
CC(C)(C)C1CCC(=NNC(=O)c2cc(-c3ccccc3)n[nH]2)CC1 (stereo unspecified)	23%	0%	13%	-9	-5%	-8%	45%[activator]	21%	-4%
Cc1ccc(NCc2cccc(B(O)O)c2)cc1	4%	1%	2%	-2	nt	?	-16%	nt	-4%
CCN(CC(=O)NCc1ccc(F)cc1)C(=O)CN1CCN(c2cc(Cl)ccc2C)CC1	5%	-2%	-8%	-1	-25%	-16%	15%	?	-9%
Cc1cc(C)cc(C(=O)NC(CC(N)=O)c2ccc(N3CCC(N4CCCCC4)CC3)c([N+](=O)[O-])c2)c1 (stereo unspecified)	-8%	-7%	7%	-1	-8%	-17%	16%	?	i
O=C(Nc1ccccc1N1CCOCC1)c1cccc([N+](=O)[O-])c1	-3%	6%	0%	0	-10%	-20%	17%	20%[59 µM]	-3%
CCCC(=O)N1CC2(C)CN(C(=O)CCC)CC(CCC)(C1)C2=O	-7%	-5%	0%	0	5%	-11%	12%	4%[59 µM]	5%
Cc1nnc(NC(=O)CSc2nnc(C)n2Cc2ccccc2)s1	-8%	0%	18%	-3	-7%	-13%	22%	-9%[59 µM]	9%
CCC(Cc1ccccc1)NC(=O)c1ccc2nc(N3CCC(C)CC3)sc2c1 (stereo unspecified)	8%	4%	5%	1	-33%	0%	36%	-4%[59 µM]	0%
CCC(C)CCCCCCCCCCC(=O)O (stereo unspecified)	2%	?	-2%	7	nt	50µM*	58%[activator]	nt	-4%
CC(C)c1c(O)nc(SCCOc2ccc(Cl)cc2)[nH]c1=O	-1%	-13%	-5%	1	-23%	-16%	4%	4%	-11%
CC1=C(c2ccc(C)cc2)S(=O)(=O)NC1=NCc1ccccc1Cl	6%	12%	0%	0	-16%	-28%	27%	-31%[59 µM]	i
COc1cccc(NC(=O)N2CCCC2C(=O)NCc2ccco2)c1 (stereo unspecified)	2%	1%	8%	4	-7%	-9%	0%	7%	6%
CCCCSc1c(C)c2cc3c(cc2[nH]c1=O)OCO3	0%	1%	0%	4	2%	-8%	40%[activator]	1%[59 µM]	-5%
Cc1ccc(-c2nnc(SCC(=O)N/N=C/c3cccs3)n2-c2ccc(C)cc2)cc1	0%	-1%	-6%	4	11%	-15%	21%	-11%[59 µM]	-11%
CCOc1ccccc1CN1CCCC(C(=O)c2ccc(OC)c(OC)c2)C1 (stereo unspecified)	2%	-5%	10%	-7	-34%	-18%	29%	1%[59 µM]	i
O=C(O)Cn1ncc2ccccc2c1=O	0%	-5%	38%[activator]	-19	-15%	2%	57%[activator]	4%	3%
O=C(c1nc[nH]c1C(=O)N1CCN(c2ccccc2)CC1)N1CCN(c2ccccc2)CC1	5%	0%	25%	-3	-2%	-24%	19%	24%[2.33 µM]	-3%
COc1oc(-c2ccccc2)nc1C(F)(F)F	nt	54%[activator]	-1%	2	34%[activator]	-6%	38%[activator]	-46%[12.7 µM]	-7%
CC(OC(=O)/C=C/c1ccccc1)C(=O)NC1CCCCC1C (stereo unspecified)	4%	1%	-4%	-1	4%	7%	57%[activator]	27%[12.7 µM]	-10%
C/C=C(\C)CN1CCC(n2nccc2NC(=O)CCOc2ccccc2)CC1	4%	-1%	-1%	-1	3%	-5%	26%	nt	-1%
O=C(NNS(=O)(=O)c1ccc(F)cc1)c1ccc(O)cc1	1%	6%	12%	-4	?	-18%	19%	nt	-6%
O=C(CSc1nc2ccncc2[nH]1)Nc1ccccc1C(F)(F)F	5%&1%	0%	-7%&-16%	4&4	12%	3%	24%&25%	53%[activator][59 µM]	-9%&-2%
COc1ccc(NC(=O)Cn2nnc(-c3nc(-c4ccncc4)no3)c2N)cc1OC	0%	53%[activator]	-2%	-2	-15%	5%	47%[activator]	?	nt
CCOC(=O)C(=O)N=Nc1c(O)[nH]c2ccccc12	nt	-4%	24%	7	-1%	2%	30%	15%[59 µM]	5%
C[C@@H]1COC(=O)[C@@H](CC(=O)OC(C)(C)C)C/C=C\C[C@@H](CC(=O)NCCO)C(=O)N1	10%	1%	-2%	0	nt	-9%	34%	nt	-1%
Cc1c(Cl)c(C(=O)NNC(=S)Nc2ccccc2)nn1C	6%	3%	?	-3	8%	-12%	29%	3.5µM*	-2%
COc1ccc(C(=O)Nc2sc(C)c(C)c2CN2CCOCC2)cc1	-3%	1%	?	2	-9%	-9%	10%	-3%	-6%
CC1CN(CC(O)COCc2ccc3c(c2)OCO3)CC(C)O1 (stereo unspecified)	11%	-1%	-3%	-4	-30%	5%	65%[activator]	-7%	-10%
